Screens: PubChem, Small Molecule Screening Facility, UW Madison
SSB-PriA inh: inhibitors of Klebsiella pneumoniae PriA binding to SSB C-terminal tail, primary screen, biochemical, AlphaScreen | PriA–SSB C-terminal tail interaction (Klebsiella pneumoniae) | AlphaScreen SSBct-PriA binding, biotinylated peptide | inhibition, % at 33 µM | actives 0.6% (n = 430,000); in the data active = inhibition mostly above about 37%, no sharp cut-off; inactive = mostly below about 20%;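 note: plate controls were negative control peptide for no effect and reference peptide for full effect; strong numbers were not always called active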
* = called active by the depositor; & = joins results of further samples. Not all compounds are listed. The share of hits here may be higher or lower than overall.

SMILES	SSB-PriA inh
O=C(NCc1ccco1)C(=O)NCC(c1cccnc1)N1CCN(c2ccc(F)cc2)CC1 (configuration not stated)	-11
Cc1ccc(NC(=O)N2CCCCC2)cc1Cl	-8
O=C(NCc1n[nH]c(=O)c2ccccc12)C1(c2ccccc2)CCOCC1	11
COc1ccc(Cl)cc1NC(=O)C[C@H]1CCCCN1S(=O)(=O)c1ccc(C)cc1	-20
CCOc1ccc(-c2cc(=O)n(C(C)C)cn2)cc1	-18
CCOCCn1c(=NC(=O)Cc2ccc(C)c(C)c2)sc2cc(F)cc(F)c21	-7
CCOC(=O)N1CCN(C(c2ccc([N+](=O)[O-])cc2)c2sc3nc(CC)nn3c2O)CC1 (configuration not stated)	12
COc1cc(Nc2ccc(NS(=O)(=O)c3ccc4cccc5c4c3CC5)cc2)nc(C)n1	14
O=C(Nc1ccc(SCc2ccncc2)nn1)C1CC1	10
O=C(c1cnn2ccccc12)N1CCN(C(=O)C2CC2)CC1	-17
CN(C)CC1CSCCCN1C(=O)CSc1ccc(F)cc1 (configuration not stated)	8
Cn1c(=O)n(CC(=O)NCC2CCCO2)c(=O)c2c(N3CCN(C(=O)C4CC4)CC3)ccnc21 (configuration not stated)	-8&-7
Cc1noc(-c2ccn3c(CNC(=O)C4(c5ccccc5)CC4)nnc3c2)n1	4
Cc1cc(OC2CCN(C(=O)CSCc3ccccc3)CC2)cc(=O)n1C	-9
O=C(O)CCNS(=O)(=O)c1cccc(F)c1	-15&-9
CCC(=O)N1CCCc2ccc(N)cc21	20
Fc1ccccc1C=Nn1c(-c2cccnc2)n[nH]c1=S	-3
CCn1nc(C)cc1C(=O)N(CCN1CCOCC1)c1nc2c(OC)ccc(C)c2s1	-6&2
COc1ccc(N2CCCS2(=O)=O)cc1NC(=O)C(=O)NCCN(C)C	-8
Clc1ccccc1CSC1=NC2(CCCCC2)N=C1c1cccs1	-12
CN(CC1COCCO1)C(=O)NCCc1ccccc1 (configuration not stated)	-6
O=S(=O)(NCCn1ccc(C(F)(F)F)n1)c1cccs1	-24
O=C(NCC1CCN(C2CCCC2)CC1)c1ccc2c(c1)OCO2	-6
Cc1cccc(C)c1OCC(=O)NN=Cc1cccn1C	-4
COc1ccc(SCCCC(=O)Nc2nnc(Cc3cccs3)o2)cc1	1
CCc1ccccc1NC(=O)Cn1ccn(-c2ccc3c(c2)OCO3)c(=O)c1=O	-28
NNC(=O)C1CCCN(S(=O)(=O)c2cccs2)C1 (configuration not stated)	3
CC(=O)c1cccc(NC(=O)c2coc(NC(=O)c3cc(C)oc3C)n2)c1	3
O=C1C2C3c4ccccc4C(c4ccccc43)C2C(=O)N1N=Cc1cccc(O)c1 (configuration not stated)	3
CCCc1oc(-c2ccccc2)cc1C(=O)NC[C@H]1CCCO1	2
Cc1ccc(N2CCn3c2nn(CC(=O)N2CCC(Cc4ccccc4)CC2)c(=O)c3=O)cc1	-4
CC(C)c1ccc(OCC(=O)N2CCC(S(C)(=O)=O)CC2)cc1	-2
CCOCC(=O)NC[C@@](C)(O)Cc1ccco1	-9
COc1cccc(CSc2nc(C)c(CC(=O)N3CCc4ccccc4C3)c(=O)[nH]2)c1	0
COc1ccc(CC(=O)OCc2cc(-c3ccc(C)cc3)on2)cc1OC	-26
CC(=O)Nc1ccccc1NC(=O)CC(C)=NNC(=O)c1ccncc1	-12
CS(=O)(=O)N1CCC(C(=O)N2CCC[C@H](Cc3nc(C4CC4)no3)C2)CC1	-1
Cc1ccc(NC(=O)COc2ccc(C=NNC(=O)c3cccnc3)cc2)cc1C	-7
CN(C)CCN(C(=O)CCc1ccccc1)c1nc2cc3c(cc2s1)OCCO3	-6&20
COc1ccc(C(=O)CN2CCC(COCc3ccc(C#N)cc3)CC2)cc1	-5
Cc1c(Cl)cccc1NCC(O)Cn1c2ccccc2c2ccccc21 (configuration not stated)	-1
Cc1ccc(-c2noc(-c3ccc(-n4nncc4C)cc3)n2)cc1	-8
CCCOc1ccc(CCC(=O)NCc2cccc(Oc3ccccn3)c2)cc1	4
O=C(Nc1nnc(-c2ccc(Br)cc2)s1)c1ccccc1C(F)(F)F	-7
O=C(NCC1CCN(c2ccncc2)CC1)Nc1ccc(C(F)(F)F)cc1	1
N#Cc1cccnc1OC1CCN(C(=O)CCn2ccc(=O)[nH]c2=O)CC1	-4
Cc1ccc(/C=C/S(=O)(=O)NCCn2ccc(-c3ccccn3)n2)cc1	-2
O=C(NCc1ccco1)c1csc(Nc2cccc(Cl)c2)n1	-2
COCC(C)NC(=O)NC1CC(=O)N(c2cccc(F)c2)C1 (configuration not stated)	-3
O=C(CC1CCCCN1S(=O)(=O)c1cccs1)NCCc1ccccc1 (configuration not stated)	23
COC(=O)c1ccc(NC(=O)CSc2nccn2Cc2ccccc2Cl)cc1	-20
COC(=O)c1c(NC(=O)c2cc(C)oc2C)sc(C)c1C	2
COc1ccc(-c2nnc(NC(=O)COc3ccc4ccccc4c3)s2)cc1	-8
CN(C)S(=O)(=O)N1CC(c2nc(-c3ccco3)no2)C1	-16
O=C(O)C(Sc1nc2ccccc2[nH]1)c1ccccc1 (configuration not stated)	-14
Cc1cn2c3c(=O)n(CC(=O)c4ccc(F)cc4)c(=O)n(C)c3nc2n1CC1CCCO1 (configuration not stated)	-17
COc1cn(-c2ccc(F)cc2)nc1C(=O)N1CCN(c2ccccc2F)CC1	-1
CC(C)OC(=O)CC1C(=O)NCCN1C(=S)NC(=O)c1ccco1 (configuration not stated)	-10
CC(C)Sc1ccc2nn(CC(=O)Nc3ccc(Cl)cc3F)c(=O)n2n1	-3
COc1ccc(CCNC(=O)C[C@H]2CSc3ncc(C)c(=O)n32)cc1	-6

Shown bar-delimited: entries from further up.
SMILES | SSB-PriA inh
CCc1ccccc1NC(=O)Cn1ccn(-c2ccc3c(c2)OCO3)c(=O)c1=O | -28
CN(C)CC1CSCCCN1C(=O)CSc1ccc(F)cc1 (configuration not stated) | 8

Remaining list, next part:
SMILES	SSB-PriA inh
COc1cc(C(=O)Nc2c(-c3ccccc3)nc3ccccn23)ncn1	5
O=C(CSC1CCCC1)NCC1CCN(C(=O)Oc2ccccc2)CC1	-18
CC(C)c1ccc(C=NNC(=O)c2ccc(-n3cnnn3)cc2)cc1	-11
Cc1ccc(C=NNC(=O)c2cc(-c3ccc(C)o3)[nH]n2)cc1	-1
O=C(Nc1ccccc1)OC1CCCC(NS(=O)(=O)C2CC2)C1 (configuration not stated)	5
COCc1cnc2c(c1SCC(=O)Nc1ccc(Br)cc1)c(=O)n(C)c(=O)n2C	-14
Cc1ccc(-n2cc(C(=O)NCc3ccc(Cl)cc3)nn2)cc1	-13
Cc1cc(NC(=O)CS(=O)(=O)c2ccccc2)no1	-8
O=C(NCCO)C(=O)NCCC1CCCCN1S(=O)(=O)c1ccccc1 (configuration not stated)	2
CC1CN(C)CCN1CC1CCN(C(=O)Nc2cccs2)CC1 (configuration not stated)	-17
Cc1cccc(OCC(=O)NCC(=O)NN=Cc2cc(Br)cc(Br)c2O)c1	-5
O=C(Nc1ccccc1)N1CCC(c2nnc(-c3ccco3)o2)CC1	-11
O=C(c1cccc(C(F)(F)F)c1)N1CCN(c2ccc(-c3cccs3)nn2)CC1	-6
COC(=O)Cn1c(-c2ccc(Br)cc2)cnc1SCC(=O)Nc1cc(C)on1	-7
CC(C)(C)C(=O)NCC#CCOc1cccc(C(F)(F)F)c1	-26
COc1ccc(Cl)cc1NC(=O)CC(C)=NNC(=O)c1ccccc1[N+](=O)[O-]	-4
CCOC(=O)C(C#N)=C(N)C(C)C(=O)Nc1ccccn1 (configuration not stated)	-7
Cc1nn(C(=O)c2ccc(F)cc2)c(C)c1S(=O)(=O)N1CCCC1	-2
Cc1ccccc1-c1nc(C)c(CNC(=O)c2ccc(N(C)C)cc2)s1	9
CC1(C)C2CC=C(C=NNC(=O)c3ccccc3O)C1C2 (configuration not stated)	-13
COCCNC(=O)Cc1csc(Nc2cccc(C(F)(F)F)c2)n1	3
CC(C)OCCCN[C@@H](CC(=O)Nc1ccccc1)C(=O)O	2
Cc1cc([C@@H](O)CCNC(=O)c2ccccc2Br)c(C)o1	-5
COC(=O)c1ccc(NS(=O)(=O)c2ccc(-c3ccc(Cl)cc3)cc2)cc1	-11
O=C(c1csc(Nc2ccccc2)n1)N1CCN(c2ccccc2F)CC1	26*
COc1ccccc1NC(=O)CNS(=O)(=O)c1ccc(C(C)(C)C)cc1	-7
Cc1[nH]n(-c2ccccc2)c(=O)c1C=NNC(=O)c1cccc(F)c1	-6
CCN(CC)CC(=O)Nc1ccc(C(C)=NNC2=NCCN2)cc1	1
COc1cc(=O)n(-c2ccccc2)cc1C(=O)N[C@H]1CCCc2ccccc21	-4
Cc1ccc(NC(=O)CSc2nccn3nc(-c4ccc(Cl)cc4)cc23)cc1F	-9
O=C(Nc1nc(-c2ccccn2)cs1)c1ccc2ncsc2c1	19
O=C(Nc1ccc(Cl)cc1C(=O)c1ccccc1Cl)c1ccc2c(c1)OCO2	-26
O=C(CN1C(=O)/C(=C\c2cccs2)SC1=S)Nc1cccc(Br)c1	-8
O=C(c1ccc(OC(F)(F)F)cc1)N1CCC(c2nnc(-c3ccsc3)o2)CC1	-19
COc1ccc(-c2c3c(nc4sc(C(=O)NCc5ccc6c(c5)OCO6)c(N)c24)CC(C)(C)CC3=O)cc1	-13
Cc1ccc(-c2cc3c(=O)n(Cc4nc(-c5cccc(Br)c5)no4)ccn3n2)cc1C	5
CC(C)c1nnc(C2CCN(C(=O)NCc3cccc4ccccc34)CC2)o1	4
CCOc1ccccc1NC(=O)N1CC(S(=O)(=O)c2ccc(Cl)cc2)C1	11
CC(Cl)C(=O)Nc1c2c(nn1C(C)(C)C)CSC2 (configuration not stated)	-4
O=C(Nc1cccc(-c2ccc3nnc(-c4cccnc4)n3n2)c1)c1ccco1	-4
COc1ccc2nc(-c3ccc(Cl)c(NC(=O)COc4ccccc4)c3)cn2n1	1
COc1ccc(C(=O)NN=Cc2ccc(OC(=O)c3cccc4ccccc34)c([N+](=O)[O-])c2)cc1	-11
CC(C)c1cc(=O)[nH]c(-n2nc(-c3cccs3)cc2NC(=O)c2ccco2)n1	6
COc1ccc(CCNC(=O)NCC#CCOc2ccccc2OC)cc1	9
CCOC(=O)N1CCC(NC(=O)Cn2cnc3c(sc4ccccc43)c2=O)CC1	-47
COc1ccccc1-c1ccc(N2CCCC(C(=O)NCc3ccco3)C2)nn1 (configuration not stated)	-19
O=C(CNC(=O)c1ccccc1)Nc1cnn(C2CCOCC2)c1	-17
Cc1ccc(Cc2nnc(NC(=O)c3cccc(N4C(=O)CCC4=O)c3)o2)cc1	-5
O=C(CSc1nc2c([nH]c3ccccc32)c(=O)n1-c1ccc(F)cc1)Nc1cc(C(F)(F)F)ccc1Cl	-13
CC(c1ccccc1)N1C(=O)/C(=C\c2cccnc2)SC1=S (configuration not stated)	-2
Cc1ccc(NC(=O)C(=O)NCC2CCN(Cc3cccs3)CC2)cc1F	-19
Cc1ccc(-c2nnc(Oc3cccc(C(F)(F)F)c3)c3ccccc23)cc1C	-9
CC(=O)NCc1ccc(S(=O)(=O)NN=Cc2ccc(Br)cc2)cc1	-5
O=C(NCCn1ccnc1C1CC1)Nc1ccc(C(F)(F)F)cc1	2
CCOc1ccccc1S(=O)(=O)N1CCN(CCn2cccn2)CC1	-20
CCCC(=O)Nc1ccc(S(=O)(=O)NCCOc2ccc(F)cc2)cc1	-8
CC1(C)CC(=O)C2=C(C1)OC1=C(C(=O)CC(C)(C)C1)C2c1nc(-c2ccccc2)n2ccccc12	-1
O=C(Cc1ccc(F)cc1)Nc1nc(-c2nc3ccccc3s2)cs1	2
Cc1nnc(-c2ccc(NC(=O)COc3ccc4ccccc4c3)cc2)o1	2
O=C(NC1CC(=O)N(C2CC2)C1)C1CCc2nc[nH]c2C1 (configuration not stated)	-11
Following part.
SMILES	SSB-PriA inh
Cc1ccc(-c2nc(C)c(CCNC(=O)c3ccccc3Br)s2)cc1	-9
Cc1cc(CCNC(=O)Cc2cccc3ccccc23)on1	-5
C=C1CCC(C)C(C)(CCC2=CCOC2=O)C/C=C/C=C\1C(=O)O (configuration not stated)	-7
NC(=NOC(=O)COc1ccc(Cl)cc1Cl)c1ccccn1	3
COc1ccc(CCNC(=O)c2cnc3sccn3c2=O)cc1	-2
O=C(NCc1ccc2c(c1)OCO2)NC1CCC(Oc2cnccn2)CC1 (configuration not stated)	-7
O=C(c1cccc(C(F)(F)F)c1)N(Cc1cccnc1)c1nc2cc3c(cc2s1)OCO3	-9
COc1ccc(C)cc1S(=O)(=O)Nc1ccc2c(c1)CN(C(=O)c1ccccc1)CC2	14

Exported in CSV form: part of the list above
mol,SSB-PriA inh
CC(=O)NCc1ccc(S(=O)(=O)NN=Cc2ccc(Br)cc2)cc1,-5
O=C(NCCn1ccnc1C1CC1)Nc1ccc(C(F)(F)F)cc1,2
CCOc1ccccc1S(=O)(=O)N1CCN(CCn2cccn2)CC1,-20
CCCC(=O)Nc1ccc(S(=O)(=O)NCCOc2ccc(F)cc2)cc1,-8
CC1(C)CC(=O)C2=C(C1)OC1=C(C(=O)CC(C)(C)C1)C2c1nc(-c2ccccc2)n2ccccc12,-1
O=C(Cc1ccc(F)cc1)Nc1nc(-c2nc3ccccc3s2)cs1,2
Cc1nnc(-c2ccc(NC(=O)COc3ccc4ccccc4c3)cc2)o1,2
O=C(NC1CC(=O)N(C2CC2)C1)C1CCc2nc[nH]c2C1 (configuration not stated),-11
Cc1ccc(-c2nc(C)c(CCNC(=O)c3ccccc3Br)s2)cc1,-9
Cc1cc(CCNC(=O)Cc2cccc3ccccc23)on1,-5
C=C1CCC(C)C(C)(CCC2=CCOC2=O)C/C=C/C=C\1C(=O)O (configuration not stated),-7
NC(=NOC(=O)COc1ccc(Cl)cc1Cl)c1ccccn1,3
COc1ccc(CCNC(=O)c2cnc3sccn3c2=O)cc1,-2
O=C(NCc1ccc2c(c1)OCO2)NC1CCC(Oc2cnccn2)CC1 (configuration not stated),-7
O=C(c1cccc(C(F)(F)F)c1)N(Cc1cccnc1)c1nc2cc3c(cc2s1)OCO3,-9
COc1ccc(C)cc1S(=O)(=O)Nc1ccc2c(c1)CN(C(=O)c1ccccc1)CC2,14
